Assay outcomes from PubChem BioAssay.
Pin1 inhibitor – inhibitors of human Pin1; Q13526; Pin1 FP peptide displacement, HiFluor488, 10 min; Potency, µM (series often up to 115 µM), for the others: at the highest dose activity, negative = inhibition, hits mostly inhibitors; actives 0.009% (n = 390,000); AID 504891; active = well fitted inhibition curve with a large enough effect in the polarisation, with a control signal flat, not every such curve was filed as active; inconclusive = small, poorly fitted or top-dose-only effect, or effect the other way, or a change in a side signal; inactive = no such curve, though single readings can be large or run the other way; the % refers to the polarisation; note: % is set by controls: 0 for no effect and ±100 for the full control effect
BAZ2B block – BAZ2B (human) inhibition; actives 4.4% (n = 360,000); Q9UIF8; Potency, µM (top dose mostly 114 µM), for inactives: top-dose activity change, negative = inhibition, actives largely listed as inhibitors; AlphaScreen BAZ2B-H3K14Ac peptide displacement; AID 504333; note: % is set by controls: 0 for no effect and ±100 for the full control effect; nearly all actives have a fitted effect of over 60% in size
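Compounds, titrated to a top concentration of 110 uM, were incubated 30 min at room temperature with preformed BAZ2B/acetyl-K14 H3 peptide complex (50 nM each). Proximity signal was measured by AlphaScreen after 20 min with beads.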
Tb PGK inh – blocks T. brucei phosphoglycerate kinase | actives 0.043% (n = 380,000) | PGK/GAPDH coupled, Kinase-Glo luminescence, 60 min | P07378 | Potency, µM (titrated, usually from 57.5 µM), for inactives: top-dose activity change, negative = inhibition, most hits filed as inhibitors; note: % is set by controls: 0 for no effect and ±100 for the full control effect; nearly all actives have a fitted effect of over 60% in size
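Recombinant glycosomal PGK reaction used 1,3-bisphosphoglycerate generated in-well by GAPDH (100nM final) in 100mM TEA pH 7.6, 5mM MgCl2, 0.01% Tween-20. After 60 minutes at room temperature, ATP was read by Kinase-Glo Plus luminescence end-point.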
BLM helicase inh – inhibitors of human Bloom syndrome helicase BLM. actives 0.2% (n = 350,000). recombinant BLM DNA unwinding, fluorescence dequenching. AID 2528. Potency, µM (titrated, usually from 56.1 µM), without a hit: at the highest dose activity change, negative = inhibition, hits mostly inhibitors. P54132;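 note: plate controls were vehicle for no effect and no enzyme for full effect; nearly all actives have a fitted effect of over 35% in size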
JMJD2A Tudor inh – inhibitors of human JMJD2A Tudor domain | O75164 | AlphaScreen JMJD2A-Tudor / H3K4me3 peptide binding | Potency, µM (series often up to 114 µM), for inactives: top-dose activity change, negative = inhibition, usual class: inhibitors | actives 4.4% (n = 390,000); note: % is set by controls: 0 for no effect and ±100 for the full control effect; nearly all actives have a fitted effect of over 50% in size
HP1b chromo inh – inhibitors of HP1-beta chromodomain binding to methylated histone tails | P83916 | AlphaScreen HP1-beta / biotin-H3K9me3 peptide binding | Potency, µM (titrated, usually from 114 µM), for the others: at the highest dose activity change, negative = inhibition, hits mostly inhibitors | actives 0.56% (n = 390,000) | AID 540317; note: nearly all actives have a fitted effect of over 70% in size; inactives centre near 23
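AlphaScreen: HP1-beta (50 nM) preformed 30 min with biotin-H3(1-18)K9me3 peptide (50 nM) in PBS pH 7.4, 0.01% Tween-20. Compound added for 30 min at RT, then streptavidin donor/nickel chelate acceptor beads (10 ug/mL) for 30 min.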
GLS inhibitor – inhibitors of human glutaminase (GLS) | O94925 | GLS enzymatic activity, qHTS titration | Potency, µM (highest dose often 45.5 µM), for inactives: at the highest dose activity change, negative = inhibition, hits mostly inhibitors | actives 0.21% (n = 410,000) | AID 624170; note: % is set by controls: 0 for no effect and ±100 for the full control effect
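Two-point fluorescence kinetic (t0, 30 min RT) for hKGA; glutamate detected via glutamate oxidase–HRP–Amplex Red. Substrate: 1 mM L-glutamine solution; buffer 45 mM KH2PO4, pH 8.2.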
G9a block – G9a (human) methyltransferase inhibition; Q96KQ7; G9a H3K9 monomethylation, AlphaScreen, 2 h; Potency, µM (series often up to 102 µM), for the others: top-dose activity, negative = inhibition, usual class: inhibitors; actives 8.8% (n = 350,000); AID 504332; note: % is set by controls: 0 for no effect and ±100 for the full control effect; nearly all actives have a fitted effect of over 75% in size
Target sequence (Q96KQ7 913-1193 limits assumed): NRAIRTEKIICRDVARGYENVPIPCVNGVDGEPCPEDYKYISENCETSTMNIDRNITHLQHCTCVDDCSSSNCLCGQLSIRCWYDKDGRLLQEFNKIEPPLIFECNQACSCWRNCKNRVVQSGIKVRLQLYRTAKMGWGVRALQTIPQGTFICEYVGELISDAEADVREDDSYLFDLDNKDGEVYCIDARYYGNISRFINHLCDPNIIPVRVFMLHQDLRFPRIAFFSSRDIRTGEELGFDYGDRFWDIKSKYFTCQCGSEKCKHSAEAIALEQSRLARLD
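Step 1: enzyme (final 20 nM) with compound, 15 min RT. Step 2: substrate peptide 500 nM and SAM 20 uM, 2 h RT. Step 3: anti-H3K9me1 antibody and AlphaScreen beads, 10 min, then plate read.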
POLI inh – DNA polymerase iota (human) inhibition; Q9UNA4; Pol iota fluorescent replication assay, 10 min; Potency, µM (series often up to 115 µM), inactives show at the top dose activity, negative = inhibition, most hits filed as inhibitors; actives 1% (n = 390,000)
Target sequence (Q9UNA4 whole entry, looked up): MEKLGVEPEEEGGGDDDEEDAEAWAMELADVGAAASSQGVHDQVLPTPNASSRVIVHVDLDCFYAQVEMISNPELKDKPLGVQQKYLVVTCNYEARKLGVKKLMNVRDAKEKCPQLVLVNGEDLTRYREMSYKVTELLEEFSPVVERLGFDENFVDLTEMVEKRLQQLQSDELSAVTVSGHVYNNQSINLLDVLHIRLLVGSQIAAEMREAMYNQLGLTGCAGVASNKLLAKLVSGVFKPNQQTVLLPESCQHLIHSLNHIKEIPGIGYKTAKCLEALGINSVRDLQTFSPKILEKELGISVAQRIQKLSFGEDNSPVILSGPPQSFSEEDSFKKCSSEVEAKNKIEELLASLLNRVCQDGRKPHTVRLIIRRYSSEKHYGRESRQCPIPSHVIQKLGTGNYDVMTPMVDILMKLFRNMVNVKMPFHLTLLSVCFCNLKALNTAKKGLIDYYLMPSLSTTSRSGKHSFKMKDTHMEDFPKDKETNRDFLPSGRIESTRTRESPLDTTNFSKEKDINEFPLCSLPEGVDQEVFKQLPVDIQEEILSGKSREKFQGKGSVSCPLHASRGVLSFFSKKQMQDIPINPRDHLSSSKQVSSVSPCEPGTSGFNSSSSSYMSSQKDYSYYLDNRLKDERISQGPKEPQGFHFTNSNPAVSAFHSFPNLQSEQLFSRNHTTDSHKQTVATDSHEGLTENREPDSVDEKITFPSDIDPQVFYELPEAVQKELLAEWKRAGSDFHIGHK
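Pol iota at 10 nM preincubated 15 min with compounds at room temperature; reaction started with fluorescent substrate, 50 nM final. Fluorescence read kinetically at 0 and 10 min; buffer-only wells as negative control.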
* hit, by the source's call; i = inactive; ? = inconclusive; nt = not tested or not shown; [ ] = another dose, or the depositor's remark. Unless noted, calls come from the whole dose curve; as a rule, active = well fitted curve in the direction sought with a large enough effect; inconclusive = small, poorly fitted or top-dose-only effect, or another doubt; inactive = no such curve, though single readings can be large; an effect the other way counts as inactive or inconclusive. Potency is the fitted concentration of half-maximal effect. An excerpt. The share of hits here may be higher or lower than overall.

SMILES | Pin1 inhibitor | BAZ2B block | Tb PGK inh | BLM helicase inh | JMJD2A Tudor inh | HP1b chromo inh | GLS inhibitor | G9a block | POLI inh
CC(=O)Nc1ccc(OCC(O)CN2CCN(c3ccc(C)c(Cl)c3)CC2)cc1 (stereo unspecified) | -9.9% | -5.1% | nt | -3.1% | -28.8% | -9.8% | 38.5%[activator] | -14.8% | 89.1µM*
COc1ccc(C2=CSC3=NCCN23)cc1OC | 4.3% | 0.6% | 3.2% | 3.1% | -13.6% | 34.6%[activator] | 16.8% | -9.5%[0.501 µM] | -24.3%
Cc1nc([N+](=O)[O-])c(Br)n1CC(=O)c1cccc([N+](=O)[O-])c1 | -12.5% | nt | -1.5% | -5.3% | -11.9% | 33.2% | 8.6% | ? | ?
O=C(Cc1ccccc1)N/N=C/c1cccc([N+](=O)[O-])c1 | -7.4% | -20.8% | -5.7% | -2.3% | -6.4% | 17.1% | 1.9% | 4.3% | 73.8%[activator]
COc1ccc(-n2nnnc2CNC(=O)C(=O)c2c(C)[nH]c3ccccc23)cc1 | -2.6% | -9.8% | 5.4% | nt | -6.9% | 11.1% | -3.2% | 6.2% | 23.7%
COc1ccc(CC(=O)Oc2ccccc2C)cc1 | 1.6% | 56.9%[activator] | -7.7% | -8.7% | 70.5%[activator] | 145.4%[activator] | -5.5% | 53.9%[activator] | -0.3%
NS(=O)(=O)c1cccc(NC(=O)CSc2nnc(-c3ccccc3F)n2C2CC2)c1 | -0.4% | 0.4% | -1.4% | -3.6% | -15.1% | 10.0% | 0.4% | 2.0%[12.7 µM] | 39.1%[activator]
O=[N+]([O-])c1cc(Br)c(O)c(C=Nc2ccc(N3CCOCC3)cc2)c1 | ? | 35.5µM* | 4.3% | 3.8% | -23.6% | 6.8% | 19.6% | 35.5µM* | ?
CN(Cc1ccccc1)C(=O)CN1C(=O)NC(C)(c2ccc(Cl)cc2)C1=O (stereo unspecified) | -12.1% | 3.3% | i | -3.5% | -11.0% | 5.0% | 0.0% | 1.3% | 35.8%[activator]
COCCOC(=O)c1c(NC(=O)CN2c3ccccc3CC2C)sc(C(N)=O)c1C (stereo unspecified) | 3.6% | -9.5% | -3.7% | -3.7% | -21.8% | 25.4% | -12.8% | 16.7% | 143.3%[activator]
Cc1cc(/C=C(/C#N)C(=O)O)c(C)n1CCC(C)C | -12.5% | -37.9% | 2.1% | 1.6% | -12.3% | 6.4% | -2.2% | -11.3%[59 µM] | 9.3%
CC1CC(C)CN(CC(=O)Nc2ccc3c(c2)OCCO3)C1 (stereo unspecified) | 10.2% | 79.4µM* | -10.3% | 0.3% | 0.891µM* | ? | -3.1% | -42.6%[12.7 µM] | ?
O=C(c1ccccc1)N1CCCC(C(=O)N2CCCCCC2)C1 (stereo unspecified) | -2.0% | -8.7% | -3.3% | -6.1% | -4.6% | 78.8%[activator] | -1.8% | 5.1%[2.33 µM] | 4.4%
Cc1ccc(S(=O)(=O)N2CCN(C(=O)CSc3nnc(C)s3)C2)cc1 | 1.4% | 4.0% | -6.4% | 0.0% | -8.5% | 44.4%[activator] | 0.7% | -2.7% | -24.7%
CC1(C)CC(=O)c2c(-c3cccnc3)n[nH]c2C1 | -5.0% | 2.6% | -2.6% | 0.6% | -10.8% | 16.5% | 1.0% | 7.4%[59 µM] | 4.0%
O=C(O)c1cccc(Nc2nc(-c3ccc([N+](=O)[O-])cc3)nc3ccccc23)c1 | -10.2% | 56.2µM* | -2.9% | -7.8% | -30.4% | 12.1% | -10.7% | ? | -7.6%
CN(C[C@H](Cc1ccccc1)N(C[C@@H](CC1CCCCC1)N(CCc1ccccc1)N=O)N=O)N=O | 2.6% | -35.7% | -0.4% | -0.6% | ? | 8.5% | -5.1% | -38.9%[59 µM] | -23.7%
Cc1ccc(CCNC(=O)C(C)n2nc(C)c3c(C)n(-c4ccccc4)nc3c2=O)cc1 (stereo unspecified) | -6.8% | -12.3% | -9.3% | 2.1% | -14.5% | -1.8% | -0.7% | 57.8%[activator] | 42.3%[activator]
OCC[C@H]1C[C@H](O)[C@@H](O)[C@@]2(OCc3ccccc32)O1 | -11.8% | 6.5% | -1.1% | nt | -5.6% | 67.5%[activator] | -1.2% | -2.7%[2.33 µM] | 9.4%
CCCC(=O)Nc1cccc(-c2nc3ccccc3o2)c1 | 5.8% | 3.4% | -6.8% | -2.5% | 4.1% | 38.3%[activator] | -16.3% | 19.3%[59 µM] | -14.0%
Cc1cc(=O)nc2c3ccccc3n(CC(=O)NC3CCCCC3)n12 | -10.3% | -23.1% | -5.2% | -1.5% | 7.4% | 34.7% | 2.2% | 7.3%[59 µM] | -25.8%
O=c1[nH]c2c(n(C3CCCCC3)c1=O)CCC2 | -1.9% | 6.8% | -6.1% | -3.6% | -15.3%[11.4 µM] | -9.9% | -3.9% | -3.7%[59 µM] | ?
O=C(NCc1ccccc1)c1csc(-c2cccnc2)n1 | 6.3% | -9.9% | 3.6% | 0.5% | -0.7% | 27.7% | 4.7% | nt | 6.0%[58.9 µM]
O=C(CC1S/C(=N\S(=O)(=O)c2ccc(F)cc2)N(c2ccccc2)C1=O)Nc1ccccc1 (stereo unspecified) | 27.2% | -9.1% | -4.1% | -3.9% | -33.8% | 17.0% | 6.3% | -8.1%[59 µM] | 1.2%
COc1cccc(N(C(=O)c2ccco2)C(C(=O)NC2CCCC2)c2ccc(N(C)C)cc2)c1 (stereo unspecified) | 1.8% | ? | -3.4% | -2.2% | ? | ? | 18.3% | ? | -9.6%
CC1(OC(=O)c2ccco2)C(=O)C=C2C=C(C3CC3)OC=C2C1=O (stereo unspecified) | ? | nt | -8.4% | -2.5% | ? | -14.6% | -14.3% | nt | ?
O=C(NC(=S)Nc1ccccc1N1CCCC1)c1ccccc1[N+](=O)[O-] | 0.2% | ? | -3.8% | -13.9% | -34.2% | ? | 20.1% | ? | 3.2%
Cc1ccc(C(=O)Nc2ccc(C)c(S(=O)(=O)N3CCOCC3)c2)c(C)c1 | 2.1% | -27.2% | -3.7% | -6.5% | -13.8% | 39.5%[activator] | 2.3% | 13.3% | 4.5%
N#Cc1cc2c(nc1SCC(N)=O)CCCCC2 | 0.9% | 5.5% | -0.4% | -0.1% | -3.1%[57.1 µM] | 55.3%[activator] | -2.6% | 79.4µM* | 3.1%
Cc1cc(C)cc(CN2C(=O)NC3(CCCCCC3)C2=O)c1 | -1.0% | 11.9% | 8.1% | -3.8% | -0.8% | 31.7% | 10.6% | 44.4% | 11.4%

Part of the list above, with two lines to a compound:
Order of values – Pin1 inhibitor, BAZ2B block, Tb PGK inh, BLM helicase inh, JMJD2A Tudor inh, HP1b chromo inh, GLS inhibitor, G9a block, POLI inh
> Cc1cc(/C=C(/C#N)C(=O)O)c(C)n1CCC(C)C
  -12.5%, -37.9%, 2.1%, 1.6%, -12.3%, 6.4%, -2.2%, -11.3%[59 µM], 9.3%
> O=C(Cc1ccccc1)N/N=C/c1cccc([N+](=O)[O-])c1
  -7.4%, -20.8%, -5.7%, -2.3%, -6.4%, 17.1%, 1.9%, 4.3%, 73.8%[activator]
> N#Cc1cc2c(nc1SCC(N)=O)CCCCC2
  0.9%, 5.5%, -0.4%, -0.1%, -3.1%[57.1 µM], 55.3%[activator], -2.6%, 79.4µM*, 3.1%
> COc1ccc(C2=CSC3=NCCN23)cc1OC
  4.3%, 0.6%, 3.2%, 3.1%, -13.6%, 34.6%[activator], 16.8%, -9.5%[0.501 µM], -24.3%
> Cc1ccc(C(=O)Nc2ccc(C)c(S(=O)(=O)N3CCOCC3)c2)c(C)c1
  2.1%, -27.2%, -3.7%, -6.5%, -13.8%, 39.5%[activator], 2.3%, 13.3%, 4.5%

Carrying on:
SMILES | Pin1 inhibitor | BAZ2B block | Tb PGK inh | BLM helicase inh | JMJD2A Tudor inh | HP1b chromo inh | GLS inhibitor | G9a block | POLI inh
Cc1ccc(Cn2nc(C)c(C(=O)NCC(c3ccc(F)cc3)N3CCOCC3)c2Cl)cc1 (stereo unspecified) | -0.1% | -1.6% | i | nt | -25.7% | 21.9% | 0.2% | 28.4%[12.7 µM] | -11.9%
Cc1ccc(C(=O)N/C(=C\c2cn(C)c3ccccc23)C(=O)N2CCOCC2)cc1 | -3.7% | -20.5%[57.1 µM] | -2.9% | 0.0% | -25.0% | -1.1% | -5.5% | 25.6% | 16.1%
Cc1cc(N2CCN(c3ncccn3)CC2)nc2c(C)cccc12 | -1.7% | 70.4%[activator] | -6.6% | ? | 12.9% | 59.3%[activator] | -4.5% | 32.6%[activator] | 144.6%[activator]
COC(=O)c1ccc2c(=O)n(NC(=O)C(c3ccccc3)c3ccccc3)c(=S)[nH]c2c1 | 3.0% | 3.7% | i | -1.4% | -14.6% | 7.1% | -0.7% | 26.5%[59 µM] | -2.8%[58.9 µM]
CC(C)CN(CC(C)C)S(=O)(=O)N1CCC(C(=O)NCc2cccnc2)CC1 | -0.9% | -2.3% | -2.1% | -3.7% | -21.3% | 29.5% | 0.4% | -4.3% | 6.7%
O=C(c1cc(-c2ccccc2)on1)N1CCN(C(=O)c2ccco2)CC1 | 7.9% | -5.5% | -1.7% | -2.9% | -16.9% | 9.3% | 18.3% | -25.3%[12.7 µM] | 20.0%
CCOC(=O)N1CCC(NC(=O)c2cc(C(=O)Nc3ccc(S(=O)(=O)N4CCOCC4)cc3)ccc2CO)CC1 | ? | -7.1% | 8.4% | -8.8% | -2.7% | 33.0% | -1.2% | 25.5% | 14.0%
N#Cc1ccccc1COc1ccc(/C=C/C(=O)O)cc1 | -5.5% | -21.0% | -6.5% | 1.8% | -12.7% | 4.9% | 11.3% | 17.8%[59 µM] | -20.1%
COc1ccc(-c2csc(N3CCC(C(N)=O)CC3)n2)cc1 | -11.2% | ? | -4.1% | nt | -35.0% | -2.8% | 1.3% | -5.0%[12.7 µM] | -4.9%
COc1ccc(OC)c(/C=N/NC(=O)c2cc[n+](CC(=O)c3ccccc3)cc2)c1 | 6.7% | -10.0% | -4.9% | -1.4% | -24.3% | 31.0% | 0.9% | 79.4µM* | 46.8%[activator]
